TRHR enhancer: qHTS for Small Molecule Agonists and Allosteric Enhancers of Human TRH Receptor: Primary Screen for Enhancers. TRHR cells, fluo-8 calcium fluorescence, EC20 TRH enhancement. enhancement, % at 2 µM. 0.66% of 360,000 active. AID 493056, 2011; in the data active = enhancement above about 30%; note: 0% is about no effect
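TRHR-expressing cells loaded with fluo-8 calcium dye were read kinetically (ex 480/em 530) during compound addition, then stimulated with an EC20 of TRH (10 nM final). Enhancement of the Gq-mediated intracellular calcium response was scored.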
D1 agonist: Allosteric Agonists of the Human D1 Dopamine Receptor: qHTS; D(1A) dopamine receptor (Homo sapiens), P21728; HEK293 T-REx D1 cells, calcium flux, agonist mode; activation, % at 2 µM; 1% of 360,000 active; in the data active = activation above about 30%; note: 0% is about no effect
Target sequence (P21728 whole entry, looked up): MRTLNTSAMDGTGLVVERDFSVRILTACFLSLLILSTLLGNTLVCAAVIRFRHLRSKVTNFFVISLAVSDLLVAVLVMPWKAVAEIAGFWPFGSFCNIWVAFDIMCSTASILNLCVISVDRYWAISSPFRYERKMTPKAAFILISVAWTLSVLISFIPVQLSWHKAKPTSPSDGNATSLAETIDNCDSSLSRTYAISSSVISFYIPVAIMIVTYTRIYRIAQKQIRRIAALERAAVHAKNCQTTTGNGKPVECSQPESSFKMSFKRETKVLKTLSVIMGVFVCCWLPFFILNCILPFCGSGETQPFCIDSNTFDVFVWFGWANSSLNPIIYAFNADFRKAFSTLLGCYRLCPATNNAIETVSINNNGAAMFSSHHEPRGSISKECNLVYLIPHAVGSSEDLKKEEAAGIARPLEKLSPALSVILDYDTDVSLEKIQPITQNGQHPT
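Inducible HEK293 T-REx D1 cells, force-coupled to calcium signalling, were plated at 4000 cells/well with tetracycline and held overnight at 30 C. After no-wash calcium dye loading, compound-evoked calcium rise over 180 s flagged agonists.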
D2 PAM: HTS Assay for Positive Allosteric Modulators of the Human D2 Dopamine Receptor: Primary Screen for Potentiators. D(2) dopamine receptor (Homo sapiens), P14416. HEK293 T-REx D2, calcium flux, EC20 dopamine potentiation. potentiation, % at 10 µM. 0.34% of 340,000 active;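 active = potentiation over 3 SD above the plate norm, cut at about 30% in these data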; note: 0% is about no effect
Target sequence (P14416 whole entry, looked up): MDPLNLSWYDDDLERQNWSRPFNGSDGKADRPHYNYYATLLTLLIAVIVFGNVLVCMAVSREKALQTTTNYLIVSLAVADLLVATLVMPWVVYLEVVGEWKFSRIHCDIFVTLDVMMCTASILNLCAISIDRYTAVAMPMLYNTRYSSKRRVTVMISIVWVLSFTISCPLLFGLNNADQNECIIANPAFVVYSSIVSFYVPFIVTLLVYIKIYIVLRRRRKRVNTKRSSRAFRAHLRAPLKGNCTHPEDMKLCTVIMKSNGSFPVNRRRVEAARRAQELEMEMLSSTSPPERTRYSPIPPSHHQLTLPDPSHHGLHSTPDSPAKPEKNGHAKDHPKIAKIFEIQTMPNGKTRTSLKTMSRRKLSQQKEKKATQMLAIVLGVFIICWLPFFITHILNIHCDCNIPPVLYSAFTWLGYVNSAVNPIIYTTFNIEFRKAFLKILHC
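Tetracycline-induced HEK293 T-REx cells force-coupled to calcium signalling expressed D2; compounds were pin-added after a 10 s baseline, read kinetically 180 s, then an EC20 dopamine challenge followed with a further 180 s calcium read.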
TRHR agonist: qHTS for Small Molecule Agonists and Allosteric Enhancers of Human TRH Receptor: Primary Screen for Agonists | 0.18% of 360,000 active | TRHR cells, calcium flux fluo-8, FDSS agonist mode | activation, % at 2 µM | AID 493084, 2011; in the data active = activation above about 30%; note: 0% is about no effect
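Agonist-mode FDSS calcium read (Ex 480/Em 530, 1 s cycles) in 1536-well TRHR cells with fluo-8 dye, after 10-cycle baseline and 23 nL compound addition; TRH at EC20 (10 nM final) added afterwards for the enhancer phase.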
D1 antagonist: Antagonist of Human D 1 Dopamine Receptor: qHTS; HEK293 TREx D1 cells, calcium flux, dopamine EC80; hits give low values; activity change, negative = inhibition, % at 10 µM; 3.2% of 360,000 active; D(1A) dopamine receptor (Homo sapiens), P21728; in the data active = activity change below about -30%; note: % is set by controls: 0 for no effect and ±100 for the full control effect
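Antagonism measured as reduced calcium response to an EC80 dopamine addition following 180 s compound pre-read; cells were inducible HEK293 Trex D1 plated overnight at 30 C, read kinetically at 1 cycle/sec.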
Anesthetic bind: qHTS Assay for Identification of Novel General Anesthetics | 0.074% of 350,000 active | apoferritin/1-aminoanthracene competitive binding, fluorescence | AID 485281, 2010 | Potency, µM (highest dose often 77.5 µM), without a hit: top-dose activity change, negative = displacement, usual class: inhibitors; note: potency is the fitted concentration of half-maximal effect; % is set by controls: 0 for no effect and ±100 for the full control effect; nearly all actives have a fitted effect of over 20% in size
Target sequence (P02791 2-175 limits assumed): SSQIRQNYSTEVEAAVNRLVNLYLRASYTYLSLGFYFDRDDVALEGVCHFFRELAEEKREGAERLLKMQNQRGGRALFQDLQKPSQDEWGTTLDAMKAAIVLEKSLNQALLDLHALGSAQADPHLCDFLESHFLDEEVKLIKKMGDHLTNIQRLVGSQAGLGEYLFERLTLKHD
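Apoferritin-based anesthetic binding model; compound displacement of fluorescent 1-AMA measured as endpoint fluorescence after 10 minutes at room temperature, scaled to free-ligand and complex controls.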
RXFP1 ag: qHTS Assay for Agonists of the Relaxin Receptor RXFP1; Relaxin receptor 1 (Homo sapiens), Q9HBX9; HEK293T-RXFP1 cAMP TR-FRET, 30 min; response scale: percent of porcine relaxin response, buffer zero; Potency, µM (series often up to 57.5 µM), for inactives: top-dose activation, most hits filed as activators; 0.3% of 370,000 active; AID 2676, 2010; note: potency is the fitted concentration of half-maximal effect; % is set by controls: 0 for no effect and ±100 for the full control effect; nearly all actives have a fitted effect of over 60% in size; many of its hits are not listed in these tables
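HEK293T cells stably expressing RXFP1 were pretreated with the PDE4 inhibitor Ro 20174, exposed to compounds for 30 min at 37C, lysed, and cAMP was read by TR-FRET. Data normalized to buffer (basal) and 29 nM porcine relaxin (100%).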
RXFP1 antagonist: qHTS Assay for Antagonists of the Relaxin Receptor RXFP1; Relaxin receptor 1 (Homo sapiens), Q9HBX9; HEK293-RXFP1, relaxin-stimulated cAMP HTRF, 30 min; hits give low values; activity change, negative = inhibition, % at 57.5 µM; 0.59% of 350,000 active; AID 1259400, 2018;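 active = activity change of -60% or lower, but not beyond a set lower limit; inconclusive = change between -60% and -40%, or beyond the set limit; inactive = change above -40%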; note: % is set by controls: 0 for no effect and ±100 for the full control effect
D1 PAM: Potentiators of Human D1 Dopamine Receptor: qHTS; AID 504651, 2011; 0.036% of 360,000 active; D(1A) dopamine receptor (Homo sapiens), P21728; HEK293 TREx D1 cells, calcium flux, dopamine EC20 potentiation; potentiation, % at 10 µM; in the data active = potentiation above about 30%; note: 0% is about no effect
* = called active by the depositor; & = joins results of further samples; [ ] = another dose, or the depositor's remark. Unless noted, calls come from the whole dose curve; as a rule, active = well fitted curve in the direction sought with a large enough effect; inconclusive = small, poorly fitted or top-dose-only effect, or another doubt; inactive = no such curve, though single readings can be large; an effect the other way counts as inactive or inconclusive. Only part of the results is shown; count on the stated rates, not on these rows.

Screening Cc1cc(C)n(CCc2nc(-c3ccc(-c4ccccc4)cc3)cs2)n1 returned TRHR enhancer 6, D1 agonist 16, D2 PAM -1, TRHR agonist 0.8, D1 antagonist -17, Anesthetic bind 41%[activator], RXFP1 ag -1.0%, RXFP1 antagonist -7 and D1 PAM -4.
For O=C1c2ccccc2NC2(CCCC2)N1NS(=O)(=O)c1ccccc1 the results were TRHR enhancer 0, D1 agonist -1, D2 PAM -7, TRHR agonist -0.2, D1 antagonist 1, Anesthetic bind 63%[activator], RXFP1 ag 7.2%, RXFP1 antagonist 15 and D1 PAM -10.
CCOc1ccccc1OCCCC(=O)N(CC)CC(=O)Nc1c(F)cccc1F was read as TRHR enhancer -7, D1 agonist -1, D2 PAM -16, TRHR agonist -0.4, D1 antagonist 24, RXFP1 ag 1.3%, RXFP1 antagonist 4 and D1 PAM 2.
Screening CCN(CC(=O)Nc1c(F)cccc1F)C(=O)c1cnccn1 returned TRHR enhancer -3, D1 agonist 2, D2 PAM 3, TRHR agonist 0.2, D1 antagonist 2, RXFP1 ag 1.2%, RXFP1 antagonist -3 and D1 PAM -7.
For N#Cc1c(NC(=O)C2C3C=CC(C3)C2C(=O)O)sc2c1CCCCC2 (stereo not drawn) the results were TRHR enhancer 2, D1 agonist 3, D2 PAM 0, TRHR agonist 0.0, D1 antagonist -22, Anesthetic bind inconclusive, RXFP1 ag 4.9%, RXFP1 antagonist -3 and D1 PAM -3.
For CCOC(=O)c1cnc2ccc(OCC)cc2c1N1CCN(c2ccccc2OC)CC1 the results were TRHR enhancer 3, D1 agonist 1, D2 PAM 5, TRHR agonist 0.2, D1 antagonist 8, Anesthetic bind -2%, RXFP1 ag 1.8%, RXFP1 antagonist -21 and D1 PAM 5.
For Cc1cccc(N2C(=O)C3C4C=CC(C5CC45)C3C2=O)n1 (stereo not drawn) the results were TRHR enhancer 3, D1 agonist 1, D2 PAM 2, TRHR agonist 0.0, D1 antagonist 1, Anesthetic bind -18%, RXFP1 ag -0.2%, RXFP1 antagonist 6 and D1 PAM 2.
Screening CCOc1ccc2[nH]c(=O)c(CN(Cc3ccccc3OC)C(=O)c3ccccc3)cc2c1 returned TRHR enhancer 3, D1 agonist 1, D2 PAM 6, TRHR agonist 0.4, D1 antagonist 18, Anesthetic bind -15%, RXFP1 ag 4.7%, RXFP1 antagonist 2 and D1 PAM 0.
For Cc1[nH]c(=O)[nH]c(=O)c1NS(=O)(=O)c1ccccc1 the results were TRHR enhancer 3, D1 agonist 1, TRHR agonist 0.9, D1 antagonist 4, Anesthetic bind -3%, RXFP1 ag -0.3%, RXFP1 antagonist 6 and D1 PAM 1.
CCC(=O)N1CCc2cc(OC)c(OC)cc2C1COc1ccc(OC)cc1 (stereo not drawn) was read as TRHR enhancer 3, D1 agonist 0, D2 PAM 11, TRHR agonist 0.4, D1 antagonist 19, Anesthetic bind -7%, RXFP1 ag 1.4%, RXFP1 antagonist -19 and D1 PAM 2.
Screening Cc1cccc(C)c1NC(=O)CN1CCN(C(=O)C2CCC2)CC1 returned TRHR enhancer 6, D1 agonist 4, D2 PAM -1, TRHR agonist 1.0, D1 antagonist 22, RXFP1 ag -0.4%, RXFP1 antagonist 34 and D1 PAM 7.
O=C(NCc1ccc(F)cc1)C(c1ccncc1)N(C(=O)c1csnn1)C1CC1 (stereo not drawn) was read as TRHR enhancer -3, D1 agonist 3, D2 PAM 4, TRHR agonist -0.4, D1 antagonist 6, Anesthetic bind -11%, RXFP1 ag 0.0%, RXFP1 antagonist -2 and D1 PAM 3.
`O=C(NCCOc1ccccc1Cl)c1ncn[nH]1` gave TRHR enhancer -4, D1 agonist 3, D2 PAM 2, TRHR agonist -0.4, D1 antagonist 13, Anesthetic bind -2%, RXFP1 ag -0.7%, RXFP1 antagonist -16 and D1 PAM -2.
Screening CCN(CC)C(=O)CSC1=N/C(=C/c2ccco2)C(=O)N1c1ccc(OC)c(Cl)c1 returned TRHR enhancer -3, D1 agonist 0, D2 PAM 8, TRHR agonist 1.1, D1 antagonist -4, Anesthetic bind -15%, RXFP1 ag 0.9%, RXFP1 antagonist -7 and D1 PAM -10.
CCC(=O)Nc1cccc(NC(=O)c2ccc(C)cc2Cl)c1 was read as TRHR enhancer 3, D1 agonist 0, D2 PAM -8, TRHR agonist -1.2, D1 antagonist -46*, Anesthetic bind -2%, RXFP1 ag 0.0%, RXFP1 antagonist -30 and D1 PAM -4.
`O=C(NN=C1CCCC1)c1ccc([N+](=O)[O-])cc1` gave TRHR enhancer -1, D1 agonist 0, D2 PAM -35, TRHR agonist 0.4, D1 antagonist 1, Anesthetic bind -1%, RXFP1 ag -2.0%, RXFP1 antagonist 4 and D1 PAM 0.
`Cc1cc(C)c[n+](-c2[nH]c(=O)sc2/C=N/N=C(\N)[S-])c1` gave TRHR enhancer -5, D1 agonist 0, D2 PAM -5, TRHR agonist 0.2, D1 antagonist 8, Anesthetic bind -11%, RXFP1 ag 1.6%, RXFP1 antagonist 7 and D1 PAM -4.
Cc1ccc(C)c(C(C)NC(=O)C2CCCO2)c1 (stereo not drawn) was read as TRHR enhancer 10, D1 agonist 2, D2 PAM 3, TRHR agonist 0.3, D1 antagonist 8, Anesthetic bind -21%, RXFP1 ag 1.0%, RXFP1 antagonist -3 and D1 PAM -5.
`COc1c(Cl)cc(-c2noc(C)c2C(=O)NCCc2ccc(C)cc2)cc1Cl` gave TRHR enhancer 8, D1 agonist 17, TRHR agonist -0.5, D1 antagonist 0, Anesthetic bind 49%[activator], RXFP1 ag 3.2% and D1 PAM 4.
`O=C(Nc1ccc(OCc2cc(=O)n3c4c(sc3n2)CCCC4)cc1)c1ccc(F)cc1` gave TRHR enhancer 5, D1 agonist 2, D2 PAM 1, TRHR agonist -0.1, D1 antagonist 9, Anesthetic bind -16%, RXFP1 ag 1.8% and D1 PAM 3.

Continued (three carried over from the part before).
Cc1ccc(C)c(C(C)NC(=O)C2CCCO2)c1 (stereo not drawn) was read as TRHR enhancer 10, D1 agonist 2, D2 PAM 3, TRHR agonist 0.3, D1 antagonist 8, Anesthetic bind -21%, RXFP1 ag 1.0%, RXFP1 antagonist -3 and D1 PAM -5.
`COc1c(Cl)cc(-c2noc(C)c2C(=O)NCCc2ccc(C)cc2)cc1Cl` gave TRHR enhancer 8, D1 agonist 17, TRHR agonist -0.5, D1 antagonist 0, Anesthetic bind 49%[activator], RXFP1 ag 3.2% and D1 PAM 4.
`O=C(Nc1ccc(OCc2cc(=O)n3c4c(sc3n2)CCCC4)cc1)c1ccc(F)cc1` gave TRHR enhancer 5, D1 agonist 2, D2 PAM 1, TRHR agonist -0.1, D1 antagonist 9, Anesthetic bind -16%, RXFP1 ag 1.8% and D1 PAM 3.
`CSCSC1=C(C#N)C(c2ccc(Cl)cc2)C(C(C)=O)=C(C)N1` (stereo not drawn) gave TRHR enhancer -1, D1 agonist 5, D2 PAM -4, TRHR agonist 1.2, D1 antagonist -31*, Anesthetic bind -19%, RXFP1 ag -0.3% and D1 PAM -13.
For CCN(c1ccccc1)S(=O)(=O)c1ccc(C(=O)OC(C)C(=O)NCCC2=CCCCC2)cc1 (stereo not drawn) the results were TRHR enhancer 2, D1 agonist 12, D2 PAM -24, TRHR agonist 0.5, D1 antagonist -15, Anesthetic bind -5%, RXFP1 ag 5.4% and D1 PAM -5.
`COc1ccccc1CNC(=O)CSc1ncc2c(n1)-c1cc(Cl)ccc1N(Cc1ccccc1)S2(=O)=O` gave TRHR enhancer -6, D1 agonist 3, D2 PAM -7, TRHR agonist 0.8, D1 antagonist -7, Anesthetic bind -1%, RXFP1 ag 1.2% and D1 PAM -5.
`COC(=O)[C@H](C)[C@@H]1C[C@@]1(C)[C@@H](NC(=O)OCc1ccccc1)c1ccccc1` gave TRHR enhancer -3, D1 agonist 4, D2 PAM -3, TRHR agonist 0.1, D1 antagonist 3, Anesthetic bind 5%&1%, RXFP1 ag 1.7% and D1 PAM -2.
Screening COc1cccc(C(=O)N2CCN(Cc3cn[nH]c3-c3ccc(F)cc3F)CC2)c1 returned TRHR enhancer 5, D1 agonist 0, D2 PAM -1, TRHR agonist -0.9, D1 antagonist 7, Anesthetic bind -5%, RXFP1 ag -2.1%, RXFP1 antagonist 0 and D1 PAM 8.
O=C(CSc1nc(-c2ccccc2)c(-c2ccccc2)[nH]1)NCC1CCCO1 (stereo not drawn) was read as TRHR enhancer 0, D1 agonist 1, D2 PAM -5, TRHR agonist -0.6, D1 antagonist 1, Anesthetic bind -4%, RXFP1 ag 5.4%, RXFP1 antagonist -10 and D1 PAM 0.
For Cc1cc(=O)[nH]c(SCC(=O)Nc2cccc(C(F)(F)F)c2)n1 the results were TRHR enhancer -2, D1 agonist 2, D2 PAM -5, TRHR agonist 0.1, D1 antagonist -32*, Anesthetic bind -3%, RXFP1 ag -0.1%, RXFP1 antagonist -22 and D1 PAM 0.
`Cc1cc(Cl)c(S(=O)(=O)Nc2cccc(O)c2)cc1OCC(N)=O` gave TRHR enhancer -3, D1 agonist 1, D2 PAM 17, TRHR agonist 0.0, D1 antagonist 4, Anesthetic bind 2%, RXFP1 ag -1.7%, RXFP1 antagonist 4 and D1 PAM 4.
Screening CCOc1ccc(C(=O)OCC(=O)NCc2ccco2)cc1OCC returned TRHR enhancer -3, D1 agonist 1, D2 PAM 6, TRHR agonist -0.1, D1 antagonist -9, Anesthetic bind -24%, RXFP1 ag 0.8%, RXFP1 antagonist -10 and D1 PAM -11.
Screening O=C(Cc1cccs1)Nc1nnc(SCc2ccc(C(F)(F)F)cc2)s1 returned TRHR enhancer 1, D1 agonist 4, D2 PAM 13, TRHR agonist 0.6, D1 antagonist 0, Anesthetic bind -15%, RXFP1 ag 0.2%, RXFP1 antagonist 3 and D1 PAM 0.
